Compound activity (PubChem)
aSyn UTR inh = MLPCN primary screen, SNCA 5' untranslated region | alpha-synuclein 5'UTR reporter, inhibitor activity | inhibition, % (tested at 7.5 µM) | hit rate 0.82% among 300,000 | AID 1813, 2009; in the data active = inhibition above about 60%;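 note: H4 neuroglioblastoma cells stably carrying SNCA 5'UTR luciferase fusion; 0% = DMSO wells and 100% = positive control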
TRPC4 act = activators of mouse TRPC4 channel, primary screen, Fluo4 calcium, HEK293 TRPC4beta/mu-opioid cells; Short transient receptor potential channel 4 (Mus musculus), Q9QUQ5; Fluo4 calcium fluorescence; stronger effect = higher value; B-score at 10 µM; hit rate 0.49% among 310,000; AID 2237, 2010;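 active = B-score above 5 SD of library B-scores, and initial fluorescence ratio not above library mean plus 5 SD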;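 note: positive B-score marks a calcium rise read as TRPC4 activation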
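Technique: kinetic Fluo4 calcium fluorescence; Test system: TRPC4beta and mu-opioid receptor HEK293 stable cells; Measure: B-scored integrated calcium fluorescence ratio; Benchmarks: low control buffer alone, high control maximal DAMGO; Schedule: 45 min room-temperature Fluo4 loading, 110 s read.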
MrgX1 antagonist = antagonists of human MrgX1 receptor, primary screen, HEK293 cells, Fluo-4 calcium flux; Mas-related G-protein coupled receptor member X1 (Homo sapiens), Q96LB2; BAM8-22 antagonism; stronger effect = lower value; B-score at 10 µM; hit rate 1.3% among 310,000; AID 588676, 2011;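 active = calcium-response B-score plate-corrected more than 3 library SD below zero, starting fluorescence within 5 deviations, no agonist response on first addition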;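 note: peak minus trough fluorescence over baseline after final BAM8-22 challenge near maximal dose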
Target sequence (Q96LB2 whole entry, looked up): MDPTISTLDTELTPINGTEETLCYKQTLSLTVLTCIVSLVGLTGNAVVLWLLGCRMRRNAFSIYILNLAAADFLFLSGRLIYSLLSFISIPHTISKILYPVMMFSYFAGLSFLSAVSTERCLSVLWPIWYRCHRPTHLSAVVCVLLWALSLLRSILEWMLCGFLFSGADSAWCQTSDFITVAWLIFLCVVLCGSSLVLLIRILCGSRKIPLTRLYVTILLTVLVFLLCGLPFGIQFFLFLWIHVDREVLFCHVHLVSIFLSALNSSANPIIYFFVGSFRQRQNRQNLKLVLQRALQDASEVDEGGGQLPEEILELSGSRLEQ
TRPC4 inh = inhibitors of mouse TRPC4 channel, primary screen, Fluo4 calcium, HEK293 TRPC4beta/mu-opioid cells; hit rate 0.39% among 300,000; AID 2247, 2010; DAMGO-evoked Fluo4 calcium flux; stronger effect = lower value; B-score at 10 µM; Short transient receptor potential channel 4 (Mus musculus), Q9QUQ5;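 active = B-score over 3 SD under the library average, no early fluorescence shift, positive overall ratio signal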
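Signal: kinetic Fluo4 fluorescence imaging of calcium influx. Material: stable TRPC4beta/mu-opioid receptor HEK293 cells. Probe or stimulus: DAMGO in two steps, submaximal then maximal.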
SKKanGAS inh = S. pyogenes SKKanGAS growth inhibitors in kanamycin, primary screen, streptokinase expression inhibitor project, SKKanGAS strain, BacTiter-Glo luminescence; 6 h; AID 1662, 2009; inhibition, % at 7.5 µM; hit rate 1.3% among 300,000;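 active = mean replicate score, as percent of positive control median, at least 50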;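 note: strain carries kanamycin resistance gene driven by streptokinase promoter and grows in 40 µg/ml kanamycin; loss of luminescence reflects streptokinase promoter inhibition or plain growth inhibition; 0% = median of DMSO wells and 100% = positive control at its reference dose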
HIF activator = HIF pathway transcriptional activators, primary screen, cell-based, U2OS HRE-luciferase, luminescence; U2OS HRE-luciferase reporter; normalized: DMSO 0%, desferrioxamine 100%; activation, % at 7.5 µM (by protocol); hit rate 0.32% among 300,000;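 active = mean activation of at least 10% of the iron chelator positive control signal, with at least half of replicates also reaching 10%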
TRPC6 inhibitor = mouse TRPC6 channel inhibitors, primary screen, cell-based, HEK293, membrane potential dye; Short transient receptor potential channel 6 (Mus musculus), Q61143; AID 2553, 2010; hit rate 1.1% among 310,000; B-score at 10 µM; ACh-evoked depolarization; stronger effect = lower value;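 active = B-score under library mean minus 3 SD, initial fluorescence not abnormally high, positive integrated signal ratio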;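 note: B-score derived from integrated fluorescence ratio over the kinetic read; more negative B-score means stronger inhibition of depolarization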
IEC-6 tox = cytotoxicity in IEC-6 intestinal epithelial cells, primary screen, cytotoxicity control for KLF5 inhibitor project, cell-based, luminescence; IEC-6 cytotoxicity, luminescence viability; inhibition, % at 5 µM; hit rate 0.78% among 290,000; AID 1825, 2009; in the data active = inhibition above about 22%;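 note: 0% = plate median of test compound wells and 100% = cytotoxic reference compound wells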
TRPC6 act = mouse TRPC6 channel activators, primary screen, cell-based, HEK293, membrane potential dye. Short transient receptor potential channel 6 (Mus musculus), Q61143. HEK293-TRPC6 membrane potential dye fluorescence; stronger effect = higher value. B-score at 10 µM. hit rate 0.13% among 310,000. AID 2550, 2010;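 active = B-score of the integrated fluorescence ratio above library mean plus 3 SD, and starting fluorescence ratio within library mean plus 5 SD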;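 note: higher score means more depolarization so channel activation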
KLF5 inhibitor = KLF5 expression inhibitors, primary screen, DLD-1 cells, luminescence. AID 1700, 2009. DLD-1 KLF5 promoter-luciferase reporter. inhibition, % at 5 µM. hit rate 0.23% among 290,000;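 active = inhibition above a per-plate limit of that plate's mean compound inhibition plus 3 SD, cut at about 60% in these data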;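 note: 0% = DMSO wells and 100% = LY294002 at 200 µM; higher means less KLF5 promoter-driven luciferase light; inactives centre near -14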
TRPC4 potent = positive allosteric modulators of TRPC4, primary screen, cell-based, mouse TRPC4beta, HEK293 mu-opioid, Fluo-4 calcium; DAMGO EC20, Fluo-4 Ca2+ flux; stronger effect = higher value; B-score at 10 µM; hit rate 0.42% among 310,000; AID 2227, 2009;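 active = B-score of calcium response area above 5 SD of library B-scores, with initial fluorescence ratio within 5 SD of library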;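 note: B-score of integrated fluorescence ratio over time as area under calcium response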
* marks the source's active call; other numbers are inactive results; & = joins results of further samples.

`Nc1cccc(-n2nncc2-c2ccccc2)c1` gave aSyn UTR inh -7, TRPC4 act inactive, MrgX1 antagonist inactive, TRPC4 inh inactive, SKKanGAS inh -7, HIF activator -0.1, TRPC6 inhibitor inactive, IEC-6 tox -6, TRPC6 act inactive, KLF5 inhibitor 8 and TRPC4 potent inactive.
`O=C(O)C(CCCCNS(=O)(=O)c1ccc(F)cc1)NS(=O)(=O)c1ccc(F)cc1` (stereo unspecified) gave aSyn UTR inh -2&1, TRPC4 act inactive, MrgX1 antagonist inactive, TRPC4 inh inactive, SKKanGAS inh 3&-5, HIF activator 0.0&0.7, TRPC6 inhibitor inactive, IEC-6 tox -10&0, TRPC6 act inactive, KLF5 inhibitor -35&-2 and TRPC4 potent inactive.
`CCCCCOc1ccc(N2C(=O)C(C)CNC2=S)cc1` (stereo unspecified) gave aSyn UTR inh -1, TRPC4 act inactive, MrgX1 antagonist inactive, TRPC4 inh inactive, SKKanGAS inh -5, HIF activator 0.0, TRPC6 inhibitor inactive, IEC-6 tox 1, TRPC6 act inactive, KLF5 inhibitor -26 and TRPC4 potent inactive.
Cc1ccc(C(=O)Nc2cccc(C(=O)NCc3ccco3)c2)cc1 was read as aSyn UTR inh -72, TRPC4 act inactive, MrgX1 antagonist inactive, TRPC4 inh inactive, SKKanGAS inh 4, HIF activator 1.1, TRPC6 inhibitor inactive, IEC-6 tox 13, TRPC6 act inactive, KLF5 inhibitor 23 and TRPC4 potent inactive.
`O=C(NCc1cccs1)c1cc(-c2ccccc2)nn1CC1CC(c2cccc([N+](=O)[O-])c2)=NO1` (stereo unspecified) gave aSyn UTR inh -7, TRPC4 act inactive, MrgX1 antagonist inactive, TRPC4 inh inactive, SKKanGAS inh 2, HIF activator -0.4, TRPC6 inhibitor inactive, TRPC6 act inactive and TRPC4 potent inactive.
CCOC(=O)N1CCN(C(=O)c2ccccc2N(Cc2ccccc2)S(=O)(=O)c2ccc(OC)cc2)CC1 was read as aSyn UTR inh 52, TRPC4 act inactive, MrgX1 antagonist inactive, TRPC4 inh inactive, SKKanGAS inh -3, HIF activator -1.1, TRPC6 inhibitor inactive, IEC-6 tox -2, TRPC6 act inactive, KLF5 inhibitor -1 and TRPC4 potent inactive.
For CCc1nnc(NC(=O)CN2CCN(Cc3cccc(OC)c3)CC2)s1 the results were aSyn UTR inh 11, TRPC4 act inactive, MrgX1 antagonist inactive, TRPC4 inh inactive, SKKanGAS inh 0, HIF activator 1.1, TRPC6 inhibitor inactive, IEC-6 tox -4, TRPC6 act inactive, KLF5 inhibitor -32 and TRPC4 potent inactive.
Screening CN(Cc1ccc(C(C)(C)C)cc1)C(=O)c1ccc2c(=O)n3c(nc2c1)CCC3 returned aSyn UTR inh 1, TRPC4 act inactive, MrgX1 antagonist inactive, TRPC4 inh inactive, SKKanGAS inh -8, HIF activator 1.3, TRPC6 inhibitor inactive, TRPC6 act inactive and TRPC4 potent inactive.
OCC1(CCc2ccccc2)CCN(C/C=C/c2ccccc2)CC1 was read as aSyn UTR inh 12, TRPC4 act inactive, MrgX1 antagonist inactive, TRPC4 inh inactive, SKKanGAS inh -1, HIF activator 1.0, TRPC6 inhibitor inactive, IEC-6 tox 7, TRPC6 act inactive, KLF5 inhibitor -23 and TRPC4 potent inactive.
COc1ccc(S(=O)(=O)N2CCC(C(=O)Nc3ccc4c(c3)OCCO4)CC2)cc1OC was read as aSyn UTR inh 20, TRPC4 act inactive, MrgX1 antagonist inactive, TRPC4 inh inactive, SKKanGAS inh 3, HIF activator 0.3, TRPC6 inhibitor inactive, IEC-6 tox 2, TRPC6 act inactive, KLF5 inhibitor 1 and TRPC4 potent inactive.
`O=C(Nc1ccc(N2CCN(C(=O)c3cccs3)CC2)cc1)c1cccnc1Cl` gave aSyn UTR inh 19, TRPC4 act inactive, MrgX1 antagonist inactive, TRPC4 inh inactive, SKKanGAS inh -12, HIF activator -0.1, TRPC6 inhibitor inactive, IEC-6 tox 6, TRPC6 act inactive, KLF5 inhibitor -13 and TRPC4 potent inactive.
For OCCSc1ncnc2c1oc1ccccc12 the results were aSyn UTR inh -30, TRPC4 act inactive, MrgX1 antagonist inactive, TRPC4 inh inactive, SKKanGAS inh -17, HIF activator 0.2, TRPC6 inhibitor inactive, IEC-6 tox 0, TRPC6 act inactive, KLF5 inhibitor -23 and TRPC4 potent inactive.
`CCOc1ccccc1N1CCN(C(=O)c2c(-c3ccccc3Cl)noc2C)CC1` gave aSyn UTR inh 24, TRPC4 act inactive, MrgX1 antagonist inactive, TRPC4 inh inactive, SKKanGAS inh 18, HIF activator -0.4, TRPC6 inhibitor inactive, IEC-6 tox -1, TRPC6 act inactive, KLF5 inhibitor -34 and TRPC4 potent inactive.
COC(=O)C1=C(C)N=c2s/c(=C/c3cccs3)c(=O)n2C1c1ccc(F)cc1 (stereo unspecified) was read as aSyn UTR inh -4, TRPC4 act inactive, MrgX1 antagonist inactive, TRPC4 inh inactive, SKKanGAS inh 12, HIF activator -0.1, TRPC6 inhibitor inactive, IEC-6 tox 10, TRPC6 act inactive, KLF5 inhibitor -44 and TRPC4 potent inactive.
For COCCn1c(SCC(=O)OC(C)C)nnc1-c1ccccc1 the results were TRPC4 act inactive, MrgX1 antagonist inactive, TRPC4 inh inactive, SKKanGAS inh 3, TRPC6 inhibitor inactive, IEC-6 tox -1, TRPC6 act inactive, KLF5 inhibitor -91 and TRPC4 potent inactive.
Screening CCOc1ccc(NC(=O)NCCCn2c(C)nc3cc(C)c(C)cc32)cc1 returned aSyn UTR inh 22, TRPC4 act inactive, MrgX1 antagonist inactive, TRPC4 inh inactive, SKKanGAS inh 0, HIF activator -1.3, TRPC6 inhibitor inactive, IEC-6 tox 1, TRPC6 act inactive, KLF5 inhibitor -40 and TRPC4 potent inactive.
For COc1ccccc1C(=O)Nc1nc(-c2ccc3c(c2)OCCO3)cs1 the results were aSyn UTR inh -3, TRPC4 act inactive, MrgX1 antagonist inactive, TRPC4 inh inactive, SKKanGAS inh 1, HIF activator 0.0, TRPC6 inhibitor inactive, IEC-6 tox 2, TRPC6 act inactive, KLF5 inhibitor -12 and TRPC4 potent inactive.
Cc1ccc(CNC(=O)CCNC(=O)Cn2ccc3ccccc3c2=O)cc1 was read as aSyn UTR inh 8, TRPC4 act inactive, MrgX1 antagonist inactive, TRPC4 inh inactive, SKKanGAS inh 2, HIF activator 0.2, TRPC6 inhibitor inactive, IEC-6 tox 0, TRPC6 act inactive, KLF5 inhibitor -13 and TRPC4 potent inactive.
`CCn1cc(C2=NC(C)CO2)c2ccccc21` (stereo unspecified) gave aSyn UTR inh -41, TRPC4 act inactive, MrgX1 antagonist inactive, TRPC4 inh inactive, SKKanGAS inh -3, HIF activator -0.3, TRPC6 inhibitor inactive, IEC-6 tox 2, TRPC6 act inactive, KLF5 inhibitor 11 and TRPC4 potent inactive.
Screening CCOc1cc(/C=N/NC(=O)CN2CCOCC2)ccc1OCc1ccc(Cl)cc1 returned aSyn UTR inh 5, TRPC4 act inactive, MrgX1 antagonist inactive, TRPC4 inh inactive, SKKanGAS inh 6, HIF activator -9.1, TRPC6 inhibitor inactive, IEC-6 tox -2, TRPC6 act inactive, KLF5 inhibitor -34 and TRPC4 potent inactive.
For COC(=O)c1cccc(NC(=O)c2cccnc2)c1 the results were aSyn UTR inh 22, TRPC4 act inactive, MrgX1 antagonist inactive, TRPC4 inh inactive, SKKanGAS inh 4, HIF activator 0.1, TRPC6 inhibitor inactive, IEC-6 tox 9, TRPC6 act inactive, KLF5 inhibitor -18 and TRPC4 potent inactive.
For COc1ccc(N2C(=O)C(Cl)=C(Oc3cccc(OC)c3)C2=O)cc1 the results were aSyn UTR inh -18, TRPC4 act inactive, MrgX1 antagonist inactive, TRPC4 inh inactive, HIF activator 0.5, TRPC6 inhibitor inactive, IEC-6 tox -4, TRPC6 act inactive, KLF5 inhibitor -25 and TRPC4 potent inactive.
Screening Cn1c(=O)c(C(=O)CN2CCCCC2)c(N)n(Cc2ccccc2)c1=O returned aSyn UTR inh 5, TRPC4 act inactive, MrgX1 antagonist inactive, TRPC4 inh inactive, SKKanGAS inh -1, HIF activator -0.5, TRPC6 inhibitor inactive, IEC-6 tox -6, TRPC6 act inactive, KLF5 inhibitor -39 and TRPC4 potent inactive.
`Fc1ccc(-c2ccc(-c3nn4c(-c5ccco5)nnc4s3)o2)cc1` gave aSyn UTR inh -10, TRPC4 act inactive, MrgX1 antagonist inactive, TRPC4 inh inactive, SKKanGAS inh 12, HIF activator 0.7, TRPC6 inhibitor inactive, IEC-6 tox 4, TRPC6 act inactive, KLF5 inhibitor -13 and TRPC4 potent inactive.
Screening COc1ccc(-c2cc(=O)oc3cc(O)ccc23)cc1 returned aSyn UTR inh 6, TRPC4 act inactive, MrgX1 antagonist inactive, TRPC4 inh inactive, SKKanGAS inh 9, HIF activator 0.9, TRPC6 inhibitor inactive, IEC-6 tox -7, TRPC6 act inactive, KLF5 inhibitor -7 and TRPC4 potent inactive.
`COc1ccc(N2CC(C(=O)OCC(=O)c3ccc(C)cc3)CC2=O)cc1` (stereo unspecified) gave aSyn UTR inh -3, TRPC4 act inactive, MrgX1 antagonist inactive, TRPC4 inh inactive, SKKanGAS inh -2, HIF activator 0.0, TRPC6 inhibitor inactive, IEC-6 tox 1, TRPC6 act inactive, KLF5 inhibitor -16 and TRPC4 potent inactive.
`O=C(Cn1nnc(-c2cccs2)n1)NNC(=O)c1ccccc1Cl` gave aSyn UTR inh 22, TRPC4 act inactive, MrgX1 antagonist inactive, TRPC4 inh inactive, SKKanGAS inh -11, HIF activator -0.2, TRPC6 inhibitor inactive, IEC-6 tox 1, TRPC6 act inactive, KLF5 inhibitor 5 and TRPC4 potent inactive.
